AddAB inh = less growth of phage-infected E. coli with AddAB. hit rate 0.29% among 330,000. AID 435030. E. coli expressing H. pylori AddAB, absorbance growth. inhibition, % at 11.9 µM; in the data active = inhibition above about 12%;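 note: 0% = vehicle wells of infected cells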
Tat export inh = blocks Tat-dependent protein export in E. coli | E. coli MC4100 TorA-mCherry Tat export, fluorescence | inhibition, % at 10 µM | hit rate 0.036% among 340,000;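 active = mean replicate inhibition at least 50% and at least half of replicates individually reaching 50%; inconclusive = only one of the two criteria met; inactive = neither criterion met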;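 note: exported cargo escapes ClpAP degradation while cytoplasmic cargo is degraded and loses fluorescence; 0% = median of neutral control wells and 100% = median of NaSCN control wells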
phage Ecoli inh = E. coli growth loss with phage present; inhibition, % at 11.9 µM; hit rate 0.26% among 360,000; growth absorbance; AID 651602; in the data active = inhibition above about 11%
CAL PDZ inh = blocks peptide binding to human CAL PDZ domain; AID 504414; inhibition, % at 20 µM; hit rate 0.02% among 330,000; purified CAL PDZ, TMR-peptide fluorescence polarization, 1 h;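 active = highest replicate inhibition of at least 40%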;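 note: plate controls were DMSO neutral control wells for no effect and unlabeled competitor peptide control wells for full effect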
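Test system: purified CerCALP PDZ construct; Compound dosing: one concentration, 20 µM compound; Also added: TMR-labelled reporter peptide T*-PRC34 bound in PDZ groove; Read-out: inhibition from polarization loss; Controls: unlabelled peptide and DMSO controls; Signal: FP readout, S and P plane fluorescence; Incubation: 1 h at RT.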
PvdQ inh = blocks Pseudomonas aeruginosa PvdQ acylase activity; purified PvdQ acylase, fluorescence plate reader; inhibition, % at 10 µM; hit rate 0.063% among 340,000; AID 488965; in the data active = inhibition above about 30%, passing the limit was not always enough; inconclusive = no clear call, values can overlap the other calls;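 note: 0% = vehicle neutral wells and 100% = reference inhibitor wells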
DAGLB inhibitor = blocks human DAGLB lipase activity; HEK293T DAGLB membrane lysate, EnzChek fluorogenic substrate; inhibition, % at 5.17 µM; Q8NCG7; hit rate 0.059% among 340,000; in the data active = inhibition above about 34%;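 note: 0% = enzyme with vehicle and 100% = wells lacking enzyme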
Target sequence (Q8NCG7 whole entry, looked up): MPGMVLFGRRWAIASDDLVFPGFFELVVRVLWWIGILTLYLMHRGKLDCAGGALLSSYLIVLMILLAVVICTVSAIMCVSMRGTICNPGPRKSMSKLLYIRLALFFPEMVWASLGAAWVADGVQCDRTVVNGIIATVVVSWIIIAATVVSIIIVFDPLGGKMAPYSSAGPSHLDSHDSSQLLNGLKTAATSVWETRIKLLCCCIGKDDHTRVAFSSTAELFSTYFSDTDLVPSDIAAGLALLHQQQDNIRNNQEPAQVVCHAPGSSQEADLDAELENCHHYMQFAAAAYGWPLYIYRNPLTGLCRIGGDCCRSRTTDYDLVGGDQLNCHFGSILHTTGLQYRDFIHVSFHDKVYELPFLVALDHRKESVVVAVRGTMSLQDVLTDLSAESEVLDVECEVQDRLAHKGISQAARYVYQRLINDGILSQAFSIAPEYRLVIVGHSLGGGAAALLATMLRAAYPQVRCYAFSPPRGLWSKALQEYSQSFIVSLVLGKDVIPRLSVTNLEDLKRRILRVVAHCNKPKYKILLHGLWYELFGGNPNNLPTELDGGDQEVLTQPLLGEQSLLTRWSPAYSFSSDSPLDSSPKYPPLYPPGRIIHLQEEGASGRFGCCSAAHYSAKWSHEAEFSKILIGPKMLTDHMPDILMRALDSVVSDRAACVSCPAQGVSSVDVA
Ecoli viability = counter-screen for AddAB inhibitors: E. coli growth inhibition; E. coli V3065 growth, OD600 absorbance, 18 h; inhibition, % at 11.9 µM; hit rate 0.27% among 330,000; AID 449728;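 active = inhibition above the campaign's mean inhibition across all tested compounds plus 3 SD, cut at about 9.9% in these data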;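 note: uninfected addAB+ strain grown without phage in ampicillin broth; 0% = DMSO wells and 100% = ciprofloxacin 0.95 µg/ml wells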
Rtt109 HAT inh = blocks Candida albicans Rtt109/Vps75 acetyltransferase activity | inhibition, % at 34.9 µM | hit rate 0.16% among 330,000 | purified Rtt109/Vps75, ThioGlo CoA-SH fluorescence, 4 h | AID 540336;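 active = inhibition of at least 50% in every replicate; inconclusive = best replicate reaches 50% inhibition but some replicates fall short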
Target sequence (Q5AAJ8 whole entry, looked up): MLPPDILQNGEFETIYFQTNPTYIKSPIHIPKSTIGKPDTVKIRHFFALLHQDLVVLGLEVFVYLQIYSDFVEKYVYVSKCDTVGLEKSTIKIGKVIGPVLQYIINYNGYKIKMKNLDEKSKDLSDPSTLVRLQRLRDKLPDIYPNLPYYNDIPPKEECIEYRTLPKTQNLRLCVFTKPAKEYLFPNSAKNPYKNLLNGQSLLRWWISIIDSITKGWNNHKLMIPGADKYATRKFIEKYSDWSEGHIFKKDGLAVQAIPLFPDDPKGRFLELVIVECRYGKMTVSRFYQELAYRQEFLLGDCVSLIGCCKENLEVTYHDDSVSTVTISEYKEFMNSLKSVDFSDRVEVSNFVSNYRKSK
Wnt bcat act = activates Wnt/beta-catenin signaling in a reporter cell assay | hit rate 1.2% among 300,000 | activation, % at 9.35 µM | activator, plate reader; in the data active = activation above about 30%, passing the limit was not always enough; inconclusive = no clear call, values can overlap the other calls;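 note: 0% = neutral control wells and 100% = positive control wells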
PfHsp90 yeast 2 = inhibits growth of yeast expressing Plasmodium falciparum Hsp90. inhibition, % at 9.4 µM. hit rate 0.32% among 310,000. S. cerevisiae expressing PfHsp90, BacTiter-Glo ATP, 48 h; yeast lacking PDR1 and PDR3 efflux regulators;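 active = every replicate shows inhibition above about 80%, whatever the replicate mean, limit read from the data; inconclusive = mean inhibition reaches the set limit but some replicate falls short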;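 note: 0% = DMSO neutral controls and 100% = 20 µM radicicol positive controls; yeast relying on Plasmodium falciparum Hsp90 in place of its own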
The depositor's hits bear a star; ? = inconclusive; . = no result given.

entry	canonical_smiles	AddAB inh	Tat export inh	phage Ecoli inh	CAL PDZ inh	PvdQ inh
1	CCc1ccc(-c2ccc3nnc(SC)n3n2)cc1	2.9	-8	2.7	-3.4	-8
2	O=C(NNC(=O)c1cc(C(F)(F)F)cc(C(F)(F)F)c1)c1ccc(Cl)cc1	0.9	.	2.5	.	.
3	Cc1ccc2ccc3ccc(C)nc3c2n1	3.2	11	1.2	-0.3	-4
4	COC(=O)Cn1ncc(N2CC(C)OC(C)C2)c(Cl)c1=O (configuration not stated)	1.9	-1	-0.6	-2.2	-16
5	O=C(Cc1c(F)cccc1Cl)Nc1cccc(S(=O)(=O)NC2=NCCCCC2)c1	0.3	-1	1.2	-1.4	0
6	CN(C)CCCN=C(NO)c1ccc(Cl)cc1Cl	1.7	-1	1.3	0.3	7
7	COc1ccc(-c2n[nH]c(C)c2-c2ccc(OC)c(OC)c2)c(O)c1	-0.8	3	-0.4	0.4	13
8	Cc1ccc(SCC(=O)NC2CCS(=O)(=O)C2)cc1 (configuration not stated)	3.7	7	3.7	-1.9	8

entry	DAGLB inhibitor	Ecoli viability	Rtt109 HAT inh	Wnt bcat act	PfHsp90 yeast 2
1	2	-0.7	11	4	-40
2	.	-1.4	.	-1	.
3	-4	-3.9	-5	5	-2
4	3	0.9	-7	1	9
5	-2	0.3	4	-2	-4
6	-6	0.2	-7	0	5
7	1	-0.4	19	.	2
8	0	-2.8	.	?	-2

The listing continues.
entry	canonical_smiles	AddAB inh	Tat export inh	phage Ecoli inh	CAL PDZ inh	PvdQ inh
9	O=C(CSc1ccc(Br)cc1)NCC1(N2CCCCC2)CCCCC1	.	2	3.6	-0.7	-1
10	O=c1[nH]c(N2CCOCC2)nc2ccccc12	1.8	-2	1.9	-6.0	-25
11	COc1ccc(/C=C/C(=O)OCC(=O)Nc2ccc(Cl)cc2F)cc1S(=O)(=O)N1CCOCC1	1.8	1	3.4	-1.4	-15
12	COc1ccc(C2=NN(C(=O)C(O)c3ccccc3)C(O)(C(F)(F)F)C2)cc1 (configuration not stated)	-0.6	14	-1.1	-3.5	-7
13	Cn1c(CNC(=O)c2ccc3c(c2)OCO3)nnc1SCC(=O)Nc1ccc(F)cc1	1.1	-8	-1.3	-2.4	-12
14	Cc1ccccc1N1CC(C(=O)Nc2ccc(S(=O)(=O)N3CCCCC3)cc2)CC1=O (configuration not stated)	4.3	-1	1.2	-0.6	-7
15	Cc1noc2ncnc(Oc3ccc(C(C)(C)C)cc3)c12	1.5	2	4.4	-8.5	-10
16	O=C(N/N=C/c1ccc[nH]1)c1ccccc1OCc1ccc(F)cc1	2.0	-4	1.4	-1.1	-2

entry	DAGLB inhibitor	Ecoli viability	Rtt109 HAT inh	Wnt bcat act	PfHsp90 yeast 2
9	1	.	-6	-3	22
10	-5	0.8	-4	-1	24
11	-1	0.2	7	-4	14
12	-4	2.7	-1	-3	3
13	2	0.3	3	-1	-7
14	0	0.6	8	-4	5
15	-4	-0.1	-24	-5	16
16	1	-0.7	-5	-3	2

(listing goes on)
entry	canonical_smiles	AddAB inh	Tat export inh	phage Ecoli inh	CAL PDZ inh	PvdQ inh
17	O=C(NC1CCCCC1)c1cc2nc(-c3ccco3)cc(C(F)(F)F)n2n1	.	-12	.	-0.8	-15
18	Cn1c(C(=O)NCc2cccnc2)cc2sccc21	-1.7	5	3.0	-0.9	-6
19	CCn1nc(C)c(CNC(=O)c2cc(COc3cncc(Cl)c3)on2)c1C	0.7	4	-0.2	-2.5	-6
20	COC(=O)c1cn(NC(=O)Cc2cccc(C(F)(F)F)c2)c(=O)c2ccccc12	-0.3	5	-2.3	-0.5	-19
21	CN(CCCCCCN(C)Cc1ccccc1O)Cc1ccccc1O	1.4	2	1.9	0.9	6
22	CC(C)CNC(=S)NC1CC2CCCC(C1)N2Cc1ccco1 (configuration not stated)	1.8	-5	-1.8	-2.8	-1
23	CCOc1ccc(C2=Nn3c(nnc3-c3ccccc3)SC2)cc1Cl	-1.1	4	-1.2	-2.3	-4
24	Cc1ccc(N(Cc2ccccc2)C(=O)c2cccc(F)c2)cc1	.	12	1.6	-0.9	-23

entry	DAGLB inhibitor	Ecoli viability	Rtt109 HAT inh	Wnt bcat act	PfHsp90 yeast 2
17	-2	.	-1	-4	-45
18	-1	-2.7	14	-3	.
19	-3	0.3	-4	-1	6
20	-2	-1.8	2	-1	-11
21	-1	-0.8	-1	-7	0
22	-6	3.7	.	.	5
23	1	-0.9	-5	.	-2
24	-11	.	0	5	-14

Complete entries as entered above. Screens in order: AddAB inh	Tat export inh	phage Ecoli inh	CAL PDZ inh	PvdQ inh	DAGLB inhibitor	Ecoli viability	Rtt109 HAT inh	Wnt bcat act	PfHsp90 yeast 2
`Cc1ccc2ccc3ccc(C)nc3c2n1` is listed with 3.2	11	1.2	-0.3	-4	-4	-3.9	-5	5	-2
`Cc1ccc(N(Cc2ccccc2)C(=O)c2cccc(F)c2)cc1` is listed with .	12	1.6	-0.9	-23	-11	.	0	5	-14

Next entries follow.
entry	canonical_smiles	AddAB inh	Tat export inh	phage Ecoli inh	CAL PDZ inh	PvdQ inh
25	COc1ccc(-c2cc(C#N)nc(Cl)n2)cc1	-0.6	-10	0.8	-2.7	7
26	N#Cc1cccc(S(=O)(=O)NCC(=O)NCc2ccc3c(c2)OCO3)c1	2.1	2	1.1	-0.6	-11
27	CN(Cc1ccc(Cl)cc1Cl)C(=O)c1cccc(S(=O)(=O)NCc2ccccc2)c1	.	12	-0.8	-3.1	-13
28	CC(=O)Nc1ccc(OCC(O)Cn2nc(C)nc2C)cc1 (configuration not stated)	-1.1	-1	-1.3	-0.6	-15
29	COCCn1c(-c2ccc(OC)cc2)nc2ccccc21	3.8	-1	0.9	0.6	-13
30	O=C(Nc1ccccc1F)Nc1ccccc1F	2.6	0	5.7	-2.0	0
31	COC(=O)c1sc2nc(SCC(=O)N(C)c3ccccc3)n(N)c(=O)c2c1C	0.3	-4	4.8	-3.3	-9
32	CCSc1nnc(NC(=O)CSc2c(Cl)cccc2Cl)s1	0.3	5	3.4	0.2	-14

entry	DAGLB inhibitor	Ecoli viability	Rtt109 HAT inh	Wnt bcat act	PfHsp90 yeast 2
25	-24	0.7	1	17	-60
26	2	0.5	-1	-2	-6
27	4	.	15	0	16
28	-1	1.2	9	-1	12
29	-1	2.4	10	6	9
30	-3	0.6	.	54*	-24
31	0	0.1	-3	-3	.
32	-1	-2.0	-20	-5	-4

The results go on.
entry	canonical_smiles	AddAB inh	Tat export inh	phage Ecoli inh	CAL PDZ inh	PvdQ inh
33	Cc1noc(C)c1CSCC(=O)Nc1cc(S(=O)(=O)N2CCOCC2)ccc1OCC(F)(F)F	1.5	-15	3.8	-2.0	-6
34	O=C(Nc1ccccc1C(=O)NC(Cc1ccccc1)C(=O)O)c1ccco1 (configuration not stated)	1.0	-3	2.3	0.1	-5
35	CCn1c2ccccc2c2cc(NC(=O)c3ccc(C)c([N+](=O)[O-])c3)ccc21	3.0	-1	2.4	-2.1	3
36	O=C(NCc1cccc(Cl)c1)C1CCC(=O)N(CCN2CCOCC2)C1 (configuration not stated)	3.3	-9	2.2	-1.8	-14
37	CC(=O)N(Cc1ccco1)c1nc(C(=O)Nc2ccc(Cl)cc2)c(C)s1	2.7	-2	1.7	-1.8	3
38	O=C(OCC(=O)N(C1CCCCC1)C1CCCCC1)c1ccc(Cl)nc1	0.2	-8	1.1	-0.9	14
39	CN(C)CCn1c2c(c(SCC(=O)NCc3ccccc3)nc1=O)CCCC2	-0.5	-7	0.6	-0.5	-9
40	CCCCCC(=O)NC(=S)Nc1ccc(N2CCOCC2)cc1	1.3	-1	4.0	-1.1	-7

entry	DAGLB inhibitor	Ecoli viability	Rtt109 HAT inh	Wnt bcat act	PfHsp90 yeast 2
33	1	3.7	7	1	21
34	0	0.1	-4	-2	8
35	-2	-2.0	1	.	-3
36	-1	-1.6	-2	3	8
37	-1	-0.3	11	21	1
38	-6	0.7	24	3	-46
39	2	1.0	-4	-2	9
40	-2	-0.3	.	0	11

Next results follow.
entry	canonical_smiles	AddAB inh	Tat export inh	phage Ecoli inh	CAL PDZ inh	PvdQ inh
41	Cc1sc2nc(-c3ccc(Br)cc3)oc(=O)c2c1C	-0.7	-5	.	-0.2	0
42	O=C(NCCCNCc1ccccc1)c1ccc(/C=N/O)nc1	1.7	4	4.3	-0.8	-16
43	Cn1nc(C(C)(C)C)cc1C(=O)O	-1.4	0	2.7	0.6	4
44	CCc1cccc2c(C(=O)COC(=O)c3ccccc3)c[nH]c12	1.9	1	2.9	-1.3	-12
45	O=C(O)C1(Nc2ccccc2)CCCC1	.	-2	3.8	-1.5	-2
46	CCC[C@@H]1CCCO[C@@](C(=O)NCc2ccccn2)(C(F)(F)F)C1	0.6	12	-0.5	-0.5	-12
47	COc1ccc(N=CC2=C(O)CC(C)(C)CC2=O)cc1	2.4	1	1.5	-0.7	-7
48	NC(=O)c1sc2cc(C(F)(F)F)cnc2c1-c1cccs1	6.1	-2	-1.2	-0.8	11

entry	DAGLB inhibitor	Ecoli viability	Rtt109 HAT inh	Wnt bcat act	PfHsp90 yeast 2
41	-3	-0.7	2	.	-2
42	0	-0.9	5	-1	2
43	-1	-0.5	2	-1	16
44	-4	0.8	3	-2	6
45	-3	.	11	-4	4
46	-3	-3.4	-1	-2	9
47	0	-1.0	17	.	-8
48	-3	-0.2	-3	.	.

Later entries
entry	canonical_smiles	AddAB inh	Tat export inh	phage Ecoli inh	CAL PDZ inh	PvdQ inh
49	C#CCOCCOCCOCCNc1nc(N2CCN(C(=O)C([C@@H](C)O)n3cc([C@@H](N)CCCCN)nn3)CC2)nc(N2CCN(C(=O)[C@H](CCCCN)n3cc([C@@H](N)CC(N)=O)nn3)CC2)n1 (some centres not stated)	-1.4	-1	2.1	0.9	-1
50	O=C(Cc1ccc(Cl)cc1)NNC(=O)c1cnccn1	-5.1	-5	-6.1	-0.5	-9
51	Cc1ccc(S(=O)(=O)N2CCC(=O)N(C(COCc3ccc(Cl)cc3Cl)Cc3ccccc3)CC2)cc1 (configuration not stated)	2.9	-13	0.6	0.3	6
52	CCN(CC)C(=O)c1ccc(NS(=O)(=O)c2ccccc2)cc1	3.1	-6	0.5	-0.3	-6

entry	DAGLB inhibitor	Ecoli viability	Rtt109 HAT inh	Wnt bcat act	PfHsp90 yeast 2
49	-2	-1.9	91*	-1	19
50	-3	-5.5	-1	-10	-7
51	-8	2.5	2	-3	-1
52	2	-1.7	-11	-4	67
